# High-throughput results from PubChem BioAssay.
# USP2a block – USP2a (human) protease inhibition; USP2 core, Ub-CHOP2 coupled fluorogenic reporter, 485/531; Potency, µM (titrated, usually from 38.3 µM), without a hit: at the highest dose activity change, negative = inhibition, actives largely listed as inhibitors; hit rate 0.01% among 330,000; O75604; AID 463254;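 further: potency means the concentration at half of the fitted maximal effect; plate controls were DMSO wells for no effect and full inhibition by NEM control for full effect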
#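 Deubiquitinase activity read as fluorescence (485/531 nm) after Ub-CHOP2 cleavage activates the enterokinase reporter on its substrate; USP2 core 10nM, Ub-CHOP2 and substrate 25nM each, 30min compound preincubation then 60min RT; data normalized to NEM, curves fitted.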
# B2AR arrestin – recruits beta-arrestin to the human beta2-adrenergic receptor; P07550; beta-arrestin recruitment to beta2AR, cell-based reporter; Potency, µM (doses to about 46.1 µM), inactives show top-dose activation, actives largely listed as activators; hit rate 0.02% among 330,000; AID 492947;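 further: potency means the concentration at half of the fitted maximal effect; 0% = DMSO controls and full agonism = EC100 isoproterenol or metaproterenol; nearly all actives have a fitted effect of over 65% in size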
# Target sequence (P07550 whole entry, looked up): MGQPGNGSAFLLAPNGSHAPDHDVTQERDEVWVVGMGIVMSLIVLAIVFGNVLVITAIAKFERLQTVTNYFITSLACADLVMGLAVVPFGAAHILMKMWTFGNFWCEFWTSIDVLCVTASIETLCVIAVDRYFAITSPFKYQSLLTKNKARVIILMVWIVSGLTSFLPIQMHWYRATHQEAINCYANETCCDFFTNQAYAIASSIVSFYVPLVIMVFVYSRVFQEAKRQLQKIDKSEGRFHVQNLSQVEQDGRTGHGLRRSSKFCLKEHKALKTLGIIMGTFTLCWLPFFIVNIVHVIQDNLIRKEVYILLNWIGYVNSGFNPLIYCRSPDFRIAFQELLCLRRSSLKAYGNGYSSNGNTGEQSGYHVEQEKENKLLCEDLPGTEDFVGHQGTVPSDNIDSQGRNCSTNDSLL
# Giardia kill – kills Giardia lamblia | Giardia lamblia trophozoite viability | activity change, % at 7.66 µM, hits read low | hit rate 0.15% among 340,000; in the data active means activity change below about -80%; inconclusive means between about -30% and that limit;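 further: parasites exposed to compound for two days anaerobically before the ATP read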
#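 Luminescent ATP signal served as the viability read-out, measured 15-30 min after adding ATP detection reagent to trophozoites that had been incubated with compounds for 48 hrs at 37 deg C anaerobically at 100 cells/well.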
# GALK inh – galactokinase (human) inhibition. P51570. Purified GALK, Kinase-Glo residual ATP luminescence. Potency, µM (top dose mostly 57.5 µM), without a hit: at the top dose activity change, negative = inhibition, most hits filed as inhibitors. hit rate 0.007% among 270,000. AID 1868; further: potency means the concentration at half of the fitted maximal effect
# Target sequence (P51570 whole entry, looked up): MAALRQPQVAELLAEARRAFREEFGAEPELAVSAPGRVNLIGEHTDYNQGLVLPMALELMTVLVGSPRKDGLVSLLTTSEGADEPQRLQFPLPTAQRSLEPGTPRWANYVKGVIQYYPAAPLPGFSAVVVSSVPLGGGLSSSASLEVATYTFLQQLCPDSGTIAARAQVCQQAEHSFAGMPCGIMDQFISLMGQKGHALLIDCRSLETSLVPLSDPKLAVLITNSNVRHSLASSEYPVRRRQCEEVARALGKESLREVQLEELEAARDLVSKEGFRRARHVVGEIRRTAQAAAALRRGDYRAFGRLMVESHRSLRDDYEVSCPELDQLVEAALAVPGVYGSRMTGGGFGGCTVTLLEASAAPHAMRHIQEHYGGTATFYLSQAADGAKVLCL
#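 ATP-depletion format; final 35 uM ATP, 100 uM D-galactose, 5 nM enzyme; pH 8.0 HEPES/Mg2+ buffer; 60 min RT; luminescence read 10 min after detection reagent.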
# PKM2 act – activators of human pyruvate kinase M2; purified PKM2, Kinase-Glo ATP luminescence, activation; response scale: 0% is enzyme alone, no compound; hit rate 0.34% among 260,000; Potency, µM (series often up to 57.5 µM), inactives show top-dose activation, actives largely listed as activators; AID 1631; further: potency means the concentration at half of the fitted maximal effect; nearly all actives have a fitted effect of over 55% in size
#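 Kinase-Glo luminescence reports ATP generated from ADP (0.1 mM) and PEP (0.5 mM) by purified hPK-M2 after 1 h at room temperature, pH 7.2 imidazole buffer; intermediate enzyme activity allows detecting inhibitors and activators.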
# KCNH2 3.1 inh – inhibitors of human KCNH2 3.1 potassium channel isoform; U2OS KCNH2 3.1, thallium flux FluxOr; hits give low values; activity change, % (tested at about 1.8 µM); hit rate 0.95% among 340,000;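 active means maximum activity change below -70%; inconclusive means maximum activity change from -70% to -50%; inactive means maximum activity change above -50%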;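 further: thallium influx rate constant from kinetic fluorescence after stimulation buffer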
#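 Thallium flux read-out: FluxOr dye with Red40 quencher in HBSS/HEPES, 45 min at RT. Rate constants from kinetic reads were normalized to positive and negative DMSO controls. Cells: U2OS virally expressing the 3.1 isoform.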
# KCNH2 WT inh – KCNH2 (human, wildtype) channel inhibition; U2OS, BacMam KCNH2, thallium flux FluxOr; hits give low values; hit rate 0.37% among 340,000; activity change, % at 1.84 µM; AID 720551;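 active means maximum activity change below -70%; inconclusive means maximum activity change between -70% and -50%; inactive means maximum activity change above -50%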
#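 U2OS cells transduced with wild-type KCNH2 virus are loaded with FluxOr dye for 45 min, and thallium flux is measured in kinetic reads before and after stimulation buffer. Rate constants are normalized to DMSO controls.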
# uPA surface inh – blocks generation of uPA at the cell surface | cell surface uPA generation assay, qHTS | Potency, µM (doses to about 38.3 µM), for inactives: top-dose activity change, negative = inhibition, usual class: inhibitors | hit rate 0.31% among 330,000; active means well fitted inhibition curve with a large enough effect; inconclusive means small, poorly fitted or top-dose-only effect; inactive means no such curve, though single readings can be large or run the other way; tested in mouse RAW 264.7 cells; further: potency means the concentration at half of the fitted maximal effect; nearly all actives have a fitted effect of over 55% in size
# FBPA coupling cs – coupling enzyme interference in Giardia aldolase counter-screen; coupling enzyme system counterscreen, AmpLite Red fluorescence; activity change, negative = inhibition, % at 58.2 µM, hits read low; hit rate 0.67% among 290,000; AID 2472; in the data active means activity change below about -30%
#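 Counterscreen lacking aldolase: glyceraldehyde-3-phosphate coupling-enzyme reagent preincubated 10 min at RT with compound (at 57.5 uM final), then substrate/coupling system with AmpLite Red added; fluorescence read at 525/598 nm after 20 min RT.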
# Chronic BCR inh – chronic active BCR signaling inhibition | ABC-DLBCL IkBa-CBG/CBR reporter, luminescence ratio, 4 h | Potency, µM (doses to about 46.1 µM), for inactives: at the top dose ratio change, negative = lower green/red ratio, most hits filed as inhibitors | hit rate 0.05% among 340,000; active means well fitted inhibition curve with a large enough effect in the signal ratio, with a control signal flat, not every such curve was filed as active; inconclusive means small, poorly fitted or top-dose-only effect, or effect the other way, or a change in a side signal; the % refers to the signal ratio;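 further: potency means the concentration at half of the fitted maximal effect; plate controls were basal doxycycline-induced cells for no effect and cells given 10 µM MG132 for full effect; MG132 reads +100%, hits lower the ratio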
#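 TMD8 human ABC-DLBCL cells with doxycycline-inducible IκBα–green luciferase fusion and unfused red luciferase, in 0.5% FBS medium; compounds up to 46 uM, 4 h at 37C. Green/red luminescence ratio, filter-overlap corrected, fitted to concentration-response curves.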
# Eya2 phos inh – Eya2 (human) phosphatase inhibition. O00167. recombinant Eya2, OMFP fluorescence dephosphorylation (OMFP is methylfluorescein phosphate). Potency, µM (top dose mostly 76.9 µM), for inactives: at the top dose activity, negative = inhibition, actives largely listed as inhibitors. hit rate 0.006% among 330,000. AID 488837; further: potency means the concentration at half of the fitted maximal effect
#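 Eya2 protein (added as 0.2 uM solution) was preincubated with compound for 10 min at ambient temperature in 50 mM HEPES pH 7.5, 50 mM NaCl, 5 uM MgCl2, 0.05% BSA, 1 mM DTT. OMFP (added at 50 uM) then reacted 10 min; fluorescence read at 485/525 nm.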
# * marks the source's active call; other numbers are inactive results; u = inconclusive; x = no result given. Unless noted, the call rests on the fitted dose curve; in most records, active means well fitted curve in the direction sought with a large enough effect; inconclusive means small, poorly fitted or top-dose-only effect, or another doubt; inactive means no such curve, though single readings can be large; an effect the other way counts as inactive or inconclusive. Unless noted, on the % scale 0 is the no-effect control and ±100 the full control effect.
mol	USP2a block	B2AR arrestin	Giardia kill	GALK inh	PKM2 act	KCNH2 3.1 inh	KCNH2 WT inh	uPA surface inh	FBPA coupling cs	Chronic BCR inh	Eya2 phos inh
Cc1ccc(-c2nc(C#N)c(NCc3cccc4c3OCO4)o2)cc1	5%	0.0%	-4	-3%	10%	8	7	3%	-4	-6%	18%
Cc1cccc(CCNC(=O)CCS(=O)(=O)c2cc3c(cc2C)NC(=O)CO3)c1	0%	-1.1%	-7	x	1%	-1	0	-13%	2	-1%	-10%
CC(=O)Nc1ccc(S(=O)(=O)N2CCN(CCC#N)CC2)cc1	0%	-0.5%	3	0%	-2%	3	-3	6%	-8	18%	-17%
CCOc1ccccc1N(C)C(=O)c1ccc2c(=O)n3c(nc2c1)CCCCC3	0%	0.2%	30	5%	x	24	1	1%	x	1%	4%
COc1ccccc1/C=C/CN1CCC(n2nccc2NC(=O)C2CC2)CC1	1%	-0.7%	-16	-4%	-1%	-7	33	-2%	0	2%	-8%
O=C(Oc1ccccc1Cl)c1ccc(-n2cncn2)nc1	3%	-0.5%	0	1%	1%	-7	-1	x	3	-1%	14%
Nn1c(SCC(=O)NC2CCCc3ccccc32)nnc1-c1ccc(Cl)cc1Cl (configuration not stated)	2%	0.0%	x	1%	-12%	x	x	x	-1	4%	-11%
O=C(CSc1ccc(-c2ccc(F)cc2)nn1)NCCc1ccccc1	-4%	-0.3%	-3	8%	-6%	-14	10	4%	-1	4%	1%
O=C(CSc1nnc(-c2ccccc2F)o1)NC1CCCCC1	1%	-0.4%	-6	7%	4%	-15	0	0%	1	4%	2%
CC(C)c1cc(Nc2cccc(O)c2)cc(C(C)C)c1O	5%	-0.1%	x	-2%	-1%	x	x	x	-23	-7%	-1%
Clc1ccc(C2=Nn3c(nnc3-c3n[nH]c4c3CCC4)SC2)cc1Cl	-6%	-0.9%	-1	-1%	-2%	4	-6	-12%	-3	u	-10%
O=C(CSc1nnnn1-c1ccccc1)Nc1nsc(-c2ccc(Cl)cc2)n1	-1%	-0.2%	9	-1%	1%	-17	-11	3%	6	u	7%
COc1ccc(OC)c(NC(=O)CCN2CCCC(C)C2)c1 (configuration not stated)	-1%	-0.3%	2	0%	1%	5	3	4%	-4	1%	13%
CCn1cc(C(=O)OCC(=O)c2ccc(Cl)cc2)c(=O)c2ccc(C)nc21	-1%	0.0%	u	4%	2%	-13	0	0%	4	u	-13%
N=c1oc2ccccc2cc1-c1nc(-c2ccc(Cl)cc2)cs1	2%	0.3%	-7	-2%	-4%	-4	7	-3%	-1	u	-4%
Cc1ccc(NC(=S)NC(=O)c2ccc(F)cc2)cc1S(=O)(=O)Nc1ccccc1Cl	-3%	1.0%	-7	1%	3%	u	-4	-4%	0	u	1%
CC1Cc2ccccc2N1C(=O)CSc1nnnn1C(C)C (configuration not stated)	2%	0.1%	-26	-4%	4%	30	9	3%	0	2%	5%
COc1ccccc1NS(=O)(=O)c1cc(NC(=S)Nc2cc(C)cc(C)c2)ccc1Cl	1%	-0.5%	-15	-1%	-16%	0	3	-1%	-4	-2%	-13%
Cc1c(NC(=O)CSc2ccc(Cl)cc2)cccc1-c1nc2cc(Cl)ccc2o1	0%	-0.5%	3	x	8%	18	1	1%	-1	u	11%
CCOC(=O)C1CCN(C(=O)c2cc(S(=O)(=O)N3CCOCC3)c(Cl)cc2Cl)CC1	-2%	-0.6%	9	2%	-6%	-6	-2	4%	0	-2%	-8%

# Sorted by molar mass (smallest number first): some entries from above.
mol	USP2a block	B2AR arrestin	Giardia kill	GALK inh	PKM2 act	KCNH2 3.1 inh	KCNH2 WT inh	uPA surface inh	FBPA coupling cs	Chronic BCR inh	Eya2 phos inh
COc1ccc(OC)c(NC(=O)CCN2CCCC(C)C2)c1 (configuration not stated)	-1%	-0.3%	2	0%	1%	5	3	4%	-4	1%	13%
Clc1ccc(C2=Nn3c(nnc3-c3n[nH]c4c3CCC4)SC2)cc1Cl	-6%	-0.9%	-1	-1%	-2%	4	-6	-12%	-3	u	-10%
Cc1ccc(NC(=S)NC(=O)c2ccc(F)cc2)cc1S(=O)(=O)Nc1ccccc1Cl	-3%	1.0%	-7	1%	3%	u	-4	-4%	0	u	1%

# The main list resumes, repeating the five entries before the break.
mol	USP2a block	B2AR arrestin	Giardia kill	GALK inh	PKM2 act	KCNH2 3.1 inh	KCNH2 WT inh	uPA surface inh	FBPA coupling cs	Chronic BCR inh	Eya2 phos inh
Cc1ccc(NC(=S)NC(=O)c2ccc(F)cc2)cc1S(=O)(=O)Nc1ccccc1Cl	-3%	1.0%	-7	1%	3%	u	-4	-4%	0	u	1%
CC1Cc2ccccc2N1C(=O)CSc1nnnn1C(C)C (configuration not stated)	2%	0.1%	-26	-4%	4%	30	9	3%	0	2%	5%
COc1ccccc1NS(=O)(=O)c1cc(NC(=S)Nc2cc(C)cc(C)c2)ccc1Cl	1%	-0.5%	-15	-1%	-16%	0	3	-1%	-4	-2%	-13%
Cc1c(NC(=O)CSc2ccc(Cl)cc2)cccc1-c1nc2cc(Cl)ccc2o1	0%	-0.5%	3	x	8%	18	1	1%	-1	u	11%
CCOC(=O)C1CCN(C(=O)c2cc(S(=O)(=O)N3CCOCC3)c(Cl)cc2Cl)CC1	-2%	-0.6%	9	2%	-6%	-6	-2	4%	0	-2%	-8%
CCOc1ccc(CN2CCNC(=O)C2CC(=O)N(C)Cc2nonc2C)cc1 (configuration not stated)	0%	-0.3%	-20	-4%	0%	-1	-2	-6%	1	-2%	29%
CCCCS(=O)(=O)N1CN(S(=O)(=O)CCCC)C2NC(=O)NC21 (configuration not stated)	1%	2.7%	1	3%	-13%	-2	-10	4%	0	u	-17%
Cc1cc(C)cc(NC(=O)CSc2nc(=O)n3cc(C)ccc3n2)c1	1%	-0.7%	-10	x	x	12	-1	2%	x	11%	-1%
CCn1c(CCNC(=O)c2cccs2)n[nH]c1=S	5%	0.3%	10	1%	-20%	-11	-13	3%	-2	4%	-4%
CC1CN(C(=O)CCC(=O)NC2CCCCC2)c2ccccc2S1 (configuration not stated)	0%	-0.1%	-11	x	0%	0	0	8%	0	2%	-4%
CN(CC(=O)Nc1ccc(F)cc1)C(=O)COc1ncnc2ccccc12	2%	-1.2%	4	0%	1%	0	7	4%	0	-11%	5%
O=C(c1cc2cc(Br)ccc2[nH]1)N1CCc2ccccc21	-2%	-0.4%	-1	-1%	x	33	-12	3%	1	4%	8%
COc1cccc(OC)c1OCC(O)CN1CCN(c2ccccc2)CC1 (configuration not stated)	5%	-1.1%	6	1%	2%	-32	9	-7%	0	-1%	-8%
O=C(/C=C/c1ccco1)NCCc1ccccc1	-1%	0.2%	-8	0%	0%	26	-7	0%	1	u	-3%
COc1cccc(CN2CC(C(=O)NCCc3ccc(C)o3)CCC2=O)c1 (configuration not stated)	2%	0.1%	8	-5%	x	1	-2	-17%	x	-2%	-4%
CCOc1ccc(NC(=O)c2cc(OC)nc3ccccc23)cc1	-5%	-0.6%	8	4%	x	-28	-2	-2%	4	u	-1%
CCCCS/C(N)=N/N=C/c1ccccc1O	-1%	0.4%	-21	-4%	1%	4	16	1%	-4	u	-27%
COc1ccc(N(CC(O)CN2C(=O)NC(C)(C)C2=O)S(=O)(=O)c2ccc(C)cc2)cc1 (configuration not stated)	3%	0.1%	-1	0%	11%	-3	2	5%	8	u	-21%
O=C(Nc1cc2c(cc1C(=O)O)OCCCO2)c1ccc(C(F)(F)F)cc1	-2%	0.1%	-5	-9%	x	11	9	-7%	2	u	-1%
CC(C)CCC(C)NC(=O)C1CCN(S(=O)(=O)/C=C/c2ccccc2)CC1 (configuration not stated)	1%	0.0%	18	0%	0%	-9	-1	-2%	0	6%	-9%
COc1ccc(C2CC(c3ccc(Cl)cc3)=NN2C(C)=O)cc1 (configuration not stated)	2%	0.2%	-4	0%	0%	-5	-2	-1%	-3	1%	2%
CSCCC(N=C(NS(=O)(=O)c1ccc(C)cc1)c1ccccc1)C(=O)O (configuration not stated)	0%	-0.1%	5	-1%	1%	30	10	-5%	2	u	2%
CCC(C)NS(=O)(=O)c1ccc(OCC(=O)N2CCC(C)CC2)cc1 (configuration not stated)	3%	0.2%	12	-2%	2%	10	1	3%	2	u	7%
CC(C)C[C@H](NC(=O)c1nc[nH]c1C(=O)NCC(=O)OCc1ccccc1)C(=O)OCc1ccccc1	-10%	-0.6%	-15	x	-2%	-3	-121*	u	2	u	-3%
O=C(NC1CCCC1)C1CCCN(C(=O)Nc2ccccc2)C1 (configuration not stated)	3%	0.0%	-11	1%	2%	-6	-5	-1%	2	2%	-1%
COc1cc(CSc2ncn[nH]2)c(OC)cc1CSc1ncn[nH]1	4%	-3.5%	-2	1%	-2%	22	-3	x	1	0%	-6%
